NPR1 activator = GC-A (human) enzyme activation. P16066. HEK293 GC-A cells, cGMP TR-FRET, EC30 ANP; 0% at EC30 ANP, 100% saturating ANP. activation, % at 10 µM. 370,000 tested, 0.14% active. AID 1671463; in the data active means activation above about 40%
ADAM17 inh = inhibitors of human ADAM17; P78536; recombinant ADAM17, EDANS/DABCYL FRET peptide cleavage; inhibition, % at 6.95 µM; 370,000 tested, 0.83% active;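 active means inhibition above the mean of compounds lying between control limits plus 3 SD, set per campaign, cut at about 8.5% in these data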;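 further: 0% = DMSO-only wells as the low control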
DAX1 inh-1 = blocks DAX1 repression of SF-1 activated StAR promoter | HEK293T StAR-luciferase reporter, SF-1/DAX-1 repression relief | inhibition, % at 6.8 µM | 370,000 tested, 1.1% active | AID 652010;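 active means inhibition above the mean over all tested compounds plus 3 SD, cut at about 3.6% in these data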;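 further: 0% = DAX-1 cells with DMSO and 100% = cells lacking DAX-1 with DMSO; higher inhibition means more luminescence from relief of DAX-1 repression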
ssDAF12 agonist = activates DAF-12 receptor from parasite S. stercoralis. HEK293 ssDAF-12/GRIP1 lit1-tk-luc reporter, luminescence; % of 3 µM dafachronic acid response. activation, % at 6.8 µM. 370,000 tested, 1% active. AID 652126;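 active means activation above the mean over all tested compounds plus 3 SD, cut at about 0.9% in these data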;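 further: 0% = DMSO-only wells and 100% = 3 µM delta7-dafachronic acid wells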
ADAM10 inh = inhibits human ADAM10. O14672. recombinant ADAM10, EDANS/DABCYL FRET peptide cleavage, 3 h. inhibition, % at 7 µM. 370,000 tested, 0.62% active. AID 720582;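 active means inhibition above a per-campaign cutoff equal to the mean of compounds falling between control-based bounds plus 3 SD, cut at about 20% in these data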;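 further: 0% = DMSO wells while the 100% control is not disclosed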
Target sequence (O14672 214-748 limits assumed): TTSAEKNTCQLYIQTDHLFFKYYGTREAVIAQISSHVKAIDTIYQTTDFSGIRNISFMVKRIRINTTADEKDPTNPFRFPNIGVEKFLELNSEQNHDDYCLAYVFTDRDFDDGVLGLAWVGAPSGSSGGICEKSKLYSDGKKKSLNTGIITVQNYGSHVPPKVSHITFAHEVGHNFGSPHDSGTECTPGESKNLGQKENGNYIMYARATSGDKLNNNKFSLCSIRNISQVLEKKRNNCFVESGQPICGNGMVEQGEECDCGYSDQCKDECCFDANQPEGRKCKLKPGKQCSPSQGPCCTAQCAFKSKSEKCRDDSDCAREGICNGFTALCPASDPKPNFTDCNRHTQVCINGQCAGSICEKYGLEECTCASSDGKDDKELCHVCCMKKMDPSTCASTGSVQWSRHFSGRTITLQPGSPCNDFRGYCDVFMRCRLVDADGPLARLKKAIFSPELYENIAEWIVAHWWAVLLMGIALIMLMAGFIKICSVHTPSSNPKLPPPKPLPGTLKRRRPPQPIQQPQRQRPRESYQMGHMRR
DAX1 inh-2 = NR0B1 (DAX1) inhibition. inhibition, % at 6.75 µM. AID 504766. 340,000 tested, 0.99% active. HEK293 Gal4-DAX1 luciferase reporter, luminescence;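 active means inhibition above the mean over all tested compounds plus 3 SD, cut at about 4.2% in these data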;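 further: 0% = DAX1-transfected cells with DMSO and 100% = empty-vector control cells with DMSO; inhibition shows as a rise in luminescence from relieved DAX1 repression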
Target sequence (P51843 207-470 limits assumed): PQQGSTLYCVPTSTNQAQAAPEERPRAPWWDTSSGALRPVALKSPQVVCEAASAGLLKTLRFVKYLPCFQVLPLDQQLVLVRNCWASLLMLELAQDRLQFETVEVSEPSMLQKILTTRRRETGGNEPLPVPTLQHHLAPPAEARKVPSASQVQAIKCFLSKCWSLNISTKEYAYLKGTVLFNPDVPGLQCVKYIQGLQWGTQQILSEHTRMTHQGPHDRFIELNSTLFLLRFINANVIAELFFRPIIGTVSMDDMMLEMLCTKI
hgDAF12 agonist = activates the H. glycines DAF-12 receptor ligand-binding domain. HEK293 GAL4-hgDAF12 UAS-luciferase reporter, agonist luminescence; normalized to butyrate control. activation, % at 6.8 µM. 370,000 tested, 1.8% active;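 active means activation above a cutoff set at the mean of all screened compounds plus 3 SD, cut at about 10% in these data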;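 further: 0% = DMSO wells and 100% = sodium butyrate wells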
FXN GAA850 act = activators of GAA850 frataxin (FXN) promoter; HEK293 lucGAA850 FXN promoter luciferase reporter, 24 h; percent of 10 µM SAHA response; AID 540364; 360,000 tested, 0.56% active; activation, % at 6 µM;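 active means activation above the average of all compounds screened plus 3 SD, cutoff fixed separately per campaign, cut at about 7.5% in these data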;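 further: 0% = DMSO wells and 100% = 10 µM SAHA wells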
hcDAF12 agonist = H. contortus DAF-12 activation, primary screen. HEK293 hcDAF-12 lit1-tk-luc reporter, luminescence; 0% DMSO, 100% Δ7-dafachronic acid. activation, % at 6.8 µM. 370,000 tested, 1.4% active. AID 652067;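 active means activation above the mean of all tested compounds plus 3 SD, cut at about 5.5% in these data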;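 further: 100% = response to 3 µM Δ7-dafachronic acid high control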
PG9 Ab binder = binds the HIV-1 gp120 antibody PG9; TR-FRET gp120-PG9 antibody binding; inhibition, % at 6.7 µM; 360,000 tested, 0.43% active; in the data active means inhibition above about 8.5%
SMARCA2 act = activators of SMARCA2 function. MG213 cells, MMTV-luciferase reporter, dexamethasone, overnight. activation, % at 9.1 µM. 370,000 tested, 1% active; in the data active means activation above about 7.8%;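 further: 0% = vehicle wells and 100% = reference activator wells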
An asterisk follows results filed as active; i = inactive; x = no result given. Compounds were not picked by outcome; overall some 6.8% were active at least once.

Each structure is followed by: FXN GAA850 act	hcDAF12 agonist	SMARCA2 act	DAX1 inh-1	PG9 Ab binder	DAX1 inh-2	hgDAF12 agonist	NPR1 activator	ADAM17 inh	ssDAF12 agonist	ADAM10 inh
Fc1ccc(-c2ccnc3nc(-n4cccc4)nn23)cc1
 : 1.0	0.3	-6	-1.0	2.7	-1.5	-1.4	2	-9	-0.7	-19
c1ccc2c(c1)NC1(CCCCC1)n1c-2nc2ccccc21
 : 3.1	3.7	1	1.5	-0.4	0.8	11*	6	i	-0.7	i
O=C(OCc1cccc([N+](=O)[O-])c1)c1cccnc1
 : 1.7	-1.7	-2	-0.3	-2.9	0.6	4.3	3	0	-1.0	2
CCN(CC)S(=O)(=O)c1cc(NC(=O)Cn2ncc(Cl)c(Cl)c2=O)ccc1C
 : 12*	-1.5	-9	-0.2	1.3	-0.3	1.5	-2	-1	-1.3	-3
Fc1cccc(CSc2nc3ncc(Cl)cc3[nH]2)c1
 : 0.2	-0.9	-3	0.1	-3.6	x	3.3	-9	-1	-1.6	-3
CCC1(C)CC(CCN(Cc2ccco2)C(C)=O)(c2ccccc2)CCO1 (stereo not given)
 : -1.5	-2.2	1	-0.4	-0.9	1.0	-3.9	-18	1	-2.1	-2
CCN(CC)S(=O)(=O)c1ccc(C(=O)NCCc2cc3c(OC)ccc(OC)c3[nH]c2=O)cc1
 : 1.2	-0.9	1	-1.1	-0.9	1.1	1.5	0	-1	-1.3	2
COc1ccc(S(=O)(=O)N(C)C)cc1NS(=O)(=O)c1ccc(F)c(F)c1F
 : -2.6	0.5	1	0.2	-1.4	2.5	-2.0	-4	-1	-1.3	1
Cc1nc(N)nc(Cl)c1CCC1OCCO1
 : 1.8	-1.5	-2	-0.8	1.7	0.0	-1.5	5	-5	-1.3	-14
CC(C)(C)N(NC(=O)Nc1ccc(Cl)c(Cl)c1)C(=O)c1ccccc1
 : -1.4	-1.8	-1	0.1	0.9	-0.2	0.4	-1	-1	-1.3	8
O=C(C[n+]1cccc(CNC(=O)c2ccc(OC(F)F)cc2)c1)Nc1cccc(C(F)(F)F)c1
 : -0.4	4.0	5	-0.7	-0.6	-0.4	1.4	1	2	-1.6	3
CC(=O)c1ccc(N2C(=O)CC(N3CCN(S(=O)(=O)c4ccc(C)c(C)c4)CC3)C2=O)cc1 (stereo not given)
 : -0.2	-1.0	-1	-0.1	0.5	0.0	-0.8	-2	-3	-1.4	-15
COc1ccc(C(=O)n2cnc3ccccc32)cc1
 : 2.3	1.2	-3	0.1	2.2	0.4	-1.4	-2	-2	0.6	-8
COC(=O)c1ccc(/C=C(/NC(=O)c2ccccc2)C(=O)N2CCOCC2)cc1
 : -0.4	1.5	1	0.5	-2.3	-0.1	4.0	0	-1	-0.9	-4
Cc1cccc2sc(NC(=O)C3CCN(C(=O)c4ccco4)CC3)nc12
 : 2.0	0.2	-3	-0.5	1.3	-1.3	1.3	24	1	-1.0	8
O=C(COC(=O)Cc1ccc(Cl)cc1Cl)Nc1ccccc1OC(F)F
 : -1.2	-2.0	-3	0.0	-0.5	-1.7	-0.7	-3	3	-1.6	6
O=C(Nc1ccc2c(c1)OCO2)O[C@@H]1CC[C@@]23CCCN2C(=O)CCC[C@H]3C1
 : x	0.9	x	x	x	x	5.4	-1	0	-0.3	0
COC1=C(Nc2ccc(C)cc2)C(=O)c2ccccc2C1=O
 : 4.1	3.4	2	-0.2	-12	-1.1	8.1	-2	-5	-0.7	-11
CCOC(=O)C(C(=O)Nc1cccc(C)c1)C1CCCCC1 (stereo not given)
 : 0.1	-1.2	0	-0.7	-1.5	1.3	1.7	-7	0	-1.5	7
CCOc1ccc(N2C(=O)CC(NC3CCN(C(=O)c4cccs4)CC3)C2=O)cc1 (stereo not given)
 : 1.5	0.5	-3	1.0	0.9	-0.1	1.0	2	-7	-1.0	-19
O=C(Cn1nc(Cc2cccnc2)c2ccccc2c1=O)Nc1cc(F)ccc1F
 : 0.2	-0.1	-1	0.8	-0.7	0.3	0.0	3	-6	-1.0	4
Cc1cc(=O)n(C)c(=O)n1CCCNc1ccccc1
 : 5.1	0.5	-4	0.4	-0.3	0.0	-2.9	1	-1	-1.9	-21
Cc1ccc(Nc2nc(=O)[nH]nc2C)cc1
 : 0.0	-1.3	-1	-0.9	-0.8	0.2	-3.0	-1	0	-0.6	1
Cc1ccc(CN2CC(C(=O)NCCC3=CCCCC3)CC2=O)cc1 (stereo not given)
 : 0.9	-0.2	0	0.6	-1.1	-0.1	4.6	1	0	-0.9	0
CCN(CC)S(=O)(=O)c1ccc(N2C(=O)Nc3ccccc3N2O)cc1
 : 0.8	0.9	-3	-0.2	0.2	-0.7	-1.3	-1	0	-1.5	1
CCCOc1ccc(N/C=C/C(=O)C(C)(C)C)cc1
 : 1.1	2.6	-1	-0.8	0.2	-1.0	5.0	8	-3	-0.8	3
Cc1cc(Nc2cccc(Br)c2)cc(=O)n1-c1cccc(Br)c1
 : x	0.9	-3	0.1	1.7	x	2.1	29	3	-1.4	-1
COc1cc(C(=O)NCCOc2cc(C)cc(C)c2)cc(OC)c1OC
 : -5.6	-1.1	-1	-1.6	-1.1	-2.9	2.8	-6	-4	-1.2	3
CC(C)=N/N=C(\N)SCc1ccccc1
 : 1.9	-0.5	1	0.2	-0.7	0.8	5.2	5	-2	-0.6	6
Cc1ccc(Cn2nnc(C(=O)Nc3cccc(C)c3C)c2N)cc1
 : -3.0	-1.4	-2	-1.1	0.6	-0.2	2.0	6	-1	-1.4	-4

The last 3 compounds of the part before are carried over, then new ones follow.
Each structure is followed by: FXN GAA850 act	hcDAF12 agonist	SMARCA2 act	DAX1 inh-1	PG9 Ab binder	DAX1 inh-2	hgDAF12 agonist	NPR1 activator	ADAM17 inh	ssDAF12 agonist	ADAM10 inh
COc1cc(C(=O)NCCOc2cc(C)cc(C)c2)cc(OC)c1OC
 : -5.6	-1.1	-1	-1.6	-1.1	-2.9	2.8	-6	-4	-1.2	3
CC(C)=N/N=C(\N)SCc1ccccc1
 : 1.9	-0.5	1	0.2	-0.7	0.8	5.2	5	-2	-0.6	6
Cc1ccc(Cn2nnc(C(=O)Nc3cccc(C)c3C)c2N)cc1
 : -3.0	-1.4	-2	-1.1	0.6	-0.2	2.0	6	-1	-1.4	-4
C/C(=N/NC(=O)c1nnn(-c2nonc2N)c1COc1ccccc1)c1ccccc1Cl
 : -1.6	-0.3	0	-0.3	0.4	-0.1	-0.6	2	0	-1.6	13
CC1CCN(C(=O)/C(=C/c2ccccc2Cl)c2ccccc2)CC1
 : 0.0	0.0	-3	-0.3	0.9	0.6	-1.1	-8	6	-1.3	13
O=C(O)COc1ccccc1/C=N/NC(=O)CSc1nnc(SCc2cccc3ccccc23)s1
 : 1.9	-0.2	-3	0.0	-0.6	-0.8	-1.1	-2	-3	-0.2	-3
N#Cc1ccccc1Cn1cc(C#N)c2ccccc21
 : 4.4	-1.4	-1	-0.4	0.9	0.1	1.9	-28	-6	-0.6	-11
O=C(c1ccc(F)cc1F)N1CCCc2ccccc21
 : 2.0	-0.2	-4	-0.1	1.9	-0.7	0.3	2	-1	-0.9	-4
CCC(C)N(C(=O)COC(=O)COc1c(C)cc(C)cc1C)C1CCS(=O)(=O)C1 (stereo not given)
 : 2.2	-0.5	3	-0.2	-1.7	1.0	-1.6	1	-4	-0.7	-4
CCCCCC(=O)N1C[C@H](O)[C@@H](n2cc(C3CC3)nn2)C[C@@H]1c1ccc(Cl)cc1
 : 0.1	-1.0	-2	-0.1	-1.0	-0.9	-1.6	-2	-2	-1.2	3
Nc1nnc(CC(c2ccccc2)c2ccccc2)s1
 : 2.9	-1.8	-1	0.2	-0.6	-1.4	-2.4	-15	1	-1.7	5
COc1ccc(S(=O)(=O)Nc2ccc3c(c2)C(=O)N([C@@H](C)CO)C[C@@H](C)[C@H](CN(C)S(=O)(=O)c2ccc(F)cc2)OCCCC[C@H](C)O3)cc1
 : -2.5	0.9	-3	-0.7	-0.4	-0.5	0.3	-1	6	-1.2	-8
O=C(CSc1nnc2scc(-c3ccccc3)n12)NCc1ccco1
 : 1.1	3.5	-1	-0.9	-0.6	-0.3	-0.9	2	-3	-0.8	3
Cc1ccc(Oc2nc(-c3ccccc3)ncc2S(C)(=O)=O)cc1
 : 4.0	-1.0	5	0.2	3.1	0.0	0.7	-4	1	-0.9	2
Cn1c(CN2CCOCC2)nnc1SCc1cccc(F)c1
 : 1.0	0.1	-1	-0.4	1.1	1.6	2.1	-2	-1	-0.7	-1
Cc1ccc2c(CN3CCN(c4ccc(Cl)c(Cl)c4)CC3)cc(=O)oc2c1
 : x	0.4	-2	-1.8	0.5	x	0.1	-2	-3	-0.8	0
COC(=O)[C@H](CC(C)C)NC(=O)Nc1cccc(Br)c1
 : 0.8	-1.8	-2	-0.1	-2.1	-1.5	-0.8	3	0	-0.6	4
CC1CCN(S(=O)(=O)c2ccc(NC(=O)c3cccs3)cc2)CC1
 : 2.3	1.5	-1	-0.4	-0.7	-0.8	-1.6	-4	1	-1.1	7
Nn1c(Cc2ccccc2)n[nH]c1=S
 : 1.1	-0.5	-1	0.2	0.9	2.1	0.0	-3	-4	-1.6	0
CC(=O)COC(=O)C1=NN(c2ccccc2)C(=O)CC1
 : 0.6	1.5	-1	-0.4	-2.2	-0.5	0.1	-1	-6	-0.5	-2
COc1ccc2c(c1)N(C(=O)CN1C(=O)C3CCCCC3C1=O)C(C)(C)C=C2C (stereo not given)
 : 0.7	-0.3	-3	-0.6	2.4	-0.9	-0.6	-3	-5	-1.2	-6
CCOC(=O)N1CCC(=NNc2ccnc3cc(Cl)ccc23)CC1
 : -0.3	-1.2	-4	-1.1	-3.2	-0.7	-3.2	1	-1	-1.3	-4
CCCCCC(=O)NNC1CC(=O)N(c2cccc(OCC)c2)C1=O (stereo not given)
 : 0.4	-1.7	-2	-0.5	0.5	1.0	-0.3	6	-6	-0.3	-8
Cc1nnc(NC(=O)c2cc(-c3ccncc3)nc3c(C)cccc23)s1
 : 1.6	1.1	-2	-1.1	-3.9	-0.2	3.1	0	-1	-0.6	-24
O=C(NCCC1=CCCCC1)C1CCCN(S(=O)(=O)c2ccccc2)C1 (stereo not given)
 : -2.5	-1.9	-2	-0.2	0.6	-1.8	1.3	2	-6	-1.4	-1
CCCn1cc(CN2CCC(Cc3cccc(F)c3)(C(=O)OCC)CC2)c(C)n1
 : -2.1	-2.3	-5	-0.1	-2.4	-0.2	-1.1	5	-7	-1.4	0
CCOC(=O)C1(C)CCN1C(=O)c1cccc(C#N)c1 (stereo not given)
 : 1.0	-0.7	4	-0.3	-1.3	x	2.5	4	0	-0.5	-1
Nc1cc2ccccc2cc1NS(=O)(=O)N1CCCCC1
 : x	0.8	-2	-0.2	-1.0	x	-1.2	-3	-22	0.1	-71
CCCCCCCCNC(=O)CC(NS(=O)(=O)c1ccc(NC(C)=O)cc1)C(C)C (stereo not given)
 : 2.9	-0.2	-3	0.0	-1.3	0.7	-4.4	-1	5	-0.9	8

Screens from PubChem.
